Vif-APOBEC3F blk: blocks the Vif interaction with APOBEC3F; HeLa A3F-eYFP + Vif (tagged APOBEC3F with the HIV-1 protein that degrades it), YFP fluorescence increase; Potency, µM (series often up to 46.1 µM), for inactives: top-dose activity, negative = active; actives 0.2% (n = 390,000); AID 602313; note: potency is the fitted concentration of half-maximal effect; % of control where 0% means no effect; nearly all actives have a fitted effect of over 65% in size
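HeLa cells stably expressing Vif plus C-terminally eYFP-tagged A3F were seeded, incubated overnight at 37 deg C, dosed with compound, incubated overnight again at 37 deg C. Yellow fluorescence (Ex 488/Em 500-530) reported blocked Vif-mediated A3F-eYFP degradation.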
USP1-UAF1 inh: blocks the human USP1/UAF1 deubiquitinase complex; O94782; recombinant USP1/UAF1, Ub-Rhodamine cleavage fluorescence; Potency, µM (top dose mostly 57.1 µM), inactives show at the top dose activity change, negative = inhibition, usual class: inhibitors; actives 0.23% (n = 390,000); AID 743255; note: potency is the fitted concentration of half-maximal effect; % is set by controls: 0 for no effect and ±100 for the full control effect; nearly all actives have a fitted effect of over 60% in size; inactives centre near -12
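High-throughput fluorogenic screen: 1nM USP1/UAF1 complex, Ub-Rho substrate 150nM final, 50mM HEPES pH 7.8 with 0.5mM EDTA, 0.1 mg/ml BSA, 1mM TCEP and 0.01% Tween-20.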
RXFP1 ag: agonists of human relaxin receptor RXFP1; Q9HBX9; AID 2676; actives 0.3% (n = 370,000); Potency, µM (series often up to 57.5 µM), for the others: at the highest dose activation, most hits filed as activators; HEK293T-RXFP1 cAMP TR-FRET, 30 min; response scale: percent of porcine relaxin response, buffer zero; note: potency is the fitted concentration of half-maximal effect; % is set by controls: 0 for no effect and ±100 for the full control effect; nearly all actives have a fitted effect of over 60% in size; many of its hits are not listed in these tables
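cAMP rise read by TR-FRET after 30 min, 37C compound exposure (up to 58 uM) in RXFP1-transfected HEK293 cells with Ro 20174 present. EC50 from Hill-equation fits, with 29 nM porcine relaxin as 100% and buffer as basal.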
mIDH1 inhibitor: blocks human mutant IDH1 R132H enzyme | O75874 | IDH1-R132H enzyme, NADPH consumption, diaphorase/resazurin fluorescence | Potency, µM (top dose mostly 76.6 µM), without a hit: at the highest dose activity change, negative = inhibition, hits mostly inhibitors | actives 0.093% (n = 390,000) | AID 602179; note: potency is the fitted concentration of half-maximal effect; % is set by controls: 0 for no effect and ±100 for the full control effect; nearly all actives have a fitted effect of over 65% in size
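IDH1-R132H (0.5 ug/mL dispensed) in pH 7.5 Tris buffer was preincubated 30 min with compound, then given a substrate mix of 0.016 mM NADPH and 2 mM alpha-KG for 80 min at room temperature; remaining NADPH was read by diaphorase/resazurin fluorescence.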
PI4K2A inh: inhibitors of human PI4K2A. Q9BTU6. purified PI4K2A, ADP-Glo luminescence, 1 h; hits give low values. activity change, negative = inhibition, % at 76.9 µM. actives 0.13% (n = 420,000). AID 1346378; in the data active = activity change below about -50%; inconclusive = mostly about -30% to -49%;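 note: -100% = wells without enzyme as full effect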
Target sequence (Q9BTU6 whole entry, looked up): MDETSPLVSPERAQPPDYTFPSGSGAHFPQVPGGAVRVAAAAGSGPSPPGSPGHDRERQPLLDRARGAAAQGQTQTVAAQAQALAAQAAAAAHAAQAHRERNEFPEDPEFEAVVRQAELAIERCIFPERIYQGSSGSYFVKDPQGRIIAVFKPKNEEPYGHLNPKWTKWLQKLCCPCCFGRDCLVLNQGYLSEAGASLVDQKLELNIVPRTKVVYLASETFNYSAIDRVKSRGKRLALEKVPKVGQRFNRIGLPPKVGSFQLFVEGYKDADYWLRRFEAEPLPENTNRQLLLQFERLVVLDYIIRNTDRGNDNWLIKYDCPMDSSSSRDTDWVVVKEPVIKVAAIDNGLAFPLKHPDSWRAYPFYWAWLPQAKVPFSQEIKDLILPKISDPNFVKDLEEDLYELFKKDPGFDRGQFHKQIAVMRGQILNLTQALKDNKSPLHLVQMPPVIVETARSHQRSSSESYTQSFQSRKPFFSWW
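PI4K2A activity was measured by ADP-Glo luminescence: enzyme (4 ug/mL stock) and phosphatidylinositol (1.2 mM stock) in Tris pH 7.5/MgCl2/EGTA/Triton X-100 buffer were reacted with ATP (300 microM stock) for one hour at ambient temperature.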
TrxR1 substrate: is turned over as a substrate by rat TrxR1. purified TrxR1 substrate turnover, NADPH consumption readout. Potency, µM (doses to about 114 µM), for inactives: at the highest dose activity change, negative = substrate turnover. actives 0.01% (n = 390,000). AID 588456; note: potency is the fitted concentration of half-maximal effect; % is set by controls: 0 for no effect and ±100 for the full control effect; nearly all actives have a fitted effect of over 50% in size
Target sequence (O89049 whole entry, looked up): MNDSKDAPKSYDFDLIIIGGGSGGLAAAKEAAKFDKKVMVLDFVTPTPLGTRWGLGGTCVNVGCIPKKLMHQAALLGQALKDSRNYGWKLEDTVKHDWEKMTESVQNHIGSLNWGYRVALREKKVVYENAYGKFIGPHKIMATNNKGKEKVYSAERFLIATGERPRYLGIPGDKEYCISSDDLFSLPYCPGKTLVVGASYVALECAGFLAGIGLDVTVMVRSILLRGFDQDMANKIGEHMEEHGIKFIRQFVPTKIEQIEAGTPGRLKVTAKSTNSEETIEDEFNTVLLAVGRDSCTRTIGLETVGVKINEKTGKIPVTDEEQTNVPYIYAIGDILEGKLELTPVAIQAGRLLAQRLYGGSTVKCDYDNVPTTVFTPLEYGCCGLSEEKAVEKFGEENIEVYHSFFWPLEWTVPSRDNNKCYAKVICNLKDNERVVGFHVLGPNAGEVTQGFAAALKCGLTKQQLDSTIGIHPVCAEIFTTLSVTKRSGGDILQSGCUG
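Rat TrxR1, dispensed at 90 nM, was prereduced with 400 uM NADPH (final) for 5 min at ~22 deg C, then incubated with compound 15 min before 400 uM selenite. A first-read NADPH fluorescence drop versus no-compound background flagged substrates.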
Vif-A3G inh: blocks the Vif interaction with human APOBEC3G. AID 602310. actives 0.076% (n = 410,000). Q9HC16. HeLa A3G-eYFP + Vif (tagged APOBEC3G with the HIV-1 protein that degrades it), YFP fluorescence, overnight. Potency, µM (highest dose often 46.1 µM), without a hit: top-dose activity, negative = active, usual class: inhibitors;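 note: potency is the fitted concentration of half-maximal effect; % is set by controls: 0 for no effect and ±100 for the full control effect; nearly all actives have a fitted effect of over 60% in size; hits raise eYFP signal because A3G escapes Vif-driven loss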
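HeLa cells stably expressing Vif and C-terminally eYFP-tagged A3G, seeded overnight at 37 deg C, then exposed to compound by pintool overnight at 37 deg C. Rise in yellow fluorescence (Ex 488/Em 500-530, Acumen) marks blocked Vif-driven A3G degradation.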
GRP78 ERSR act: inducers of ER stress response in human glioma cells | Potency, µM, inactives show top-dose activation, usual class: activators | actives 0.02% (n = 420,000) | U87-MG GRP78 promoter luciferase reporter, 16 h | AID 602332; note: potency is the fitted concentration of half-maximal effect; series mostly up to about 76 µM; % of control where 0% means no effect; nearly all actives have a fitted effect of over 35% in size
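Stably transfected U87-MG human glioma cells carrying a GRP78-based luminescent sensor were seeded at 1000 cells/well, pin-dosed with compounds and incubated 16 h. Luciferase reagent was then added, and end-point luminescence was read after 10 min at room temperature.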
LDHA inh: blocks human lactate dehydrogenase A; actives 0.15% (n = 480,000); purified LDHA, NADH/diaphorase-resazurin fluorescence; hits give low values; activity change, % (values are at about 110 or 230 µM); AID 1347041; P00338; in the data active = activity change below about -30%; inconclusive = mostly about -25% to -30%;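 note: plate controls were DMSO wells for no effect and wells without enzyme for full effect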
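LDH5 2 nM; NADH 0.06 mM, pyruvate 0.2 mM; 200 mM Tris pH 7.4, EDTA, Tween-20; 5 min RT. Detection: diaphorase 0.133 mg/mL + resazurin 37 µM, fluorescence ex540/em590 at 0 and 20 min; normalized to enzyme-free and DMSO wells.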
Numbers without * were called inactive; u = inconclusive; x = not tested or not shown; & = joins results of further samples; [ ] = dose if it differs, or a comment. Unless noted, calls come from the whole dose curve; as a rule, active = well fitted curve in the direction sought with a large enough effect; inconclusive = small, poorly fitted or top-dose-only effect, or another doubt; inactive = no such curve, though single readings can be large; an effect the other way counts as inactive or inconclusive. A portion of the library; rates above refer to the full screens.

Start of the data: the first two records (preview)
SMILES | Vif-APOBEC3F blk | USP1-UAF1 inh | RXFP1 ag | mIDH1 inhibitor | PI4K2A inh | TrxR1 substrate | Vif-A3G inh | GRP78 ERSR act | LDHA inh
c1cnc2c(c1)ncn2C1CCNCC1 | -3.5% | -12.5% | 10.0% | -6.5% | -6.5 | -6.9%[57.1 µM] | 2.6% | -2.9% | -3.2
O=C(OC1CC2CCC(N2)C1C(=O)O)c1ccccc1 (configuration not stated) | -1.8% | -16.4% | x | 23.3% | -5.0 | 3.7% | 1.0% | 1.1% | -10.1

All compounds of this part, from the start:
SMILES | Vif-APOBEC3F blk | USP1-UAF1 inh | RXFP1 ag | mIDH1 inhibitor | PI4K2A inh | TrxR1 substrate | Vif-A3G inh | GRP78 ERSR act | LDHA inh
c1cnc2c(c1)ncn2C1CCNCC1 | -3.5% | -12.5% | 10.0% | -6.5% | -6.5 | -6.9%[57.1 µM] | 2.6% | -2.9% | -3.2
O=C(OC1CC2CCC(N2)C1C(=O)O)c1ccccc1 (configuration not stated) | -1.8% | -16.4% | x | 23.3% | -5.0 | 3.7% | 1.0% | 1.1% | -10.1
O=C(COc1ccc(Cl)cc1)NCCc1cnc[nH]1 | 3.9% | -14.0% | 0.9% | 13.1% | 10.0 | -2.6% | -0.2% | -0.4% | -2.3
O=C1NCN(c2ccccc2)C12CCN(C(c1nnnn1Cc1ccccc1)C1CC1)CC2 (configuration not stated) | x | x | x | x | -4.3 | x | -6.2% | -0.3% | 3.2
COC(=O)C1=C(c2cccc(C#N)c2)C[C@@H]2CC[C@H]1N2C(=O)NC1CCCCC1 | 2.9% | -7.4% | 0.8% | 29.7% | 2.5 | 5.3% | -0.8% | -1.5% | -0.9
CP(=O)(Nc1ccccc1)C(Cl)(Cl)Cl (configuration not stated) | -21.5% | 3.2% | -1.8% | 12.7% | -0.8 | 7.5%[57.1 µM] | -0.7% | -8.2% | -10.2
Cc1cc(C(=O)C[N+]23CCN(CC2)CC3)c(C)n1-c1ccc(Br)cc1 | -11.1% | -7.0% | 2.3% | 3.3% | -0.9 | -21.3%[57.1 µM] | -3.6% | -4.0% | -8.3
CCN(CC)CCNC(=O)c1c(O)c2ccccc2n(Cc2ccccc2)c1=O | 1.9% | -0.2% | 0.2% | 9.0% | -0.2 | 5.0% | 6.1% | -15.4% | 0.8
CC1=NN(c2ccccc2)C(=O)C1/C=C1/C(=O)NC(=O)N(c2cc(C)cc(C)c2)C1=O (configuration not stated) | 0.3% | -5.6% | 0.8% | 2.3% | -24.3 | -9.4% | -4.1% | -3.5% | -2.6
COc1ccc(/C=N/N=C(/N)N[N+](=O)[O-])c(OC)c1 | 0.0% | -1.4% | 4.8% | 0.3% | -9.3 | -2.9%[57.1 µM] | -1.5% | 2.4% | -5.4
CCOC(=O)c1c(NC(NC(=O)CF)C(Cl)(Cl)Cl)sc2c1CCCC2 (configuration not stated) | -13.6% | -2.5% | 0.5% | 1.0% | -2.2 | 5.6%[57.1 µM] | -7.9% | -3.2% | 5.8
C[C@]12CC[C@@H](O)C[C@H]1CC[C@@H]1[C@@H]2CC[C@]2(C)C(=O)CC[C@@H]12 | -4.5% | 6.7% | -0.6% | 9.8% | 1.9 | 1.0% | 2.7% | -1.9% | -9.6
C[N+](C)(C)CCc1ccc(O)cc1 | 5.0% | 12.8% | -0.7% | -3.2% | -1.3 | 0.7% | 0.0% | -2.7% | -11.9
O=C(Nc1ccc(OC(F)(F)F)cc1)c1cccn(Cc2ccccc2Cl)c1=O | 6.5% | -20.5% | 4.3% | 10.5% | -18.2 | 3.5%[57.1 µM] | 1.8% | -3.8% | 1.0
CCN(c1ccc(C(O)(C(=O)OC)C(F)(F)F)cc1)S(=O)(=O)c1ccccc1 (configuration not stated) | 6.5% | -11.8% | 2.6% | 4.5% | -8.3 | 0.4% | -0.3% | -2.4% | 1.8
COC(=O)c1nc(-c2ccc3c(n2)C(=O)C(N)=C(OC)C3=O)c(N)c(-c2ccc(OC)c(OC)c2O)c1C | 3.3% | 7.08µM* | -4.1% | 4.3% | -19.4 | -6.2% | -0.5% | -7.9% | 27.5
CCOC(=O)C1=C(N)Oc2cc(C)oc(=O)c2C12C(=O)N1c3c(cc(OC)cc32)C(C)=CC1(C)C (configuration not stated) | -5.6% | -5.6% | -0.2% | 8.4% | -0.6 | -1.6% | -0.8% | -1.5% | 4.1
O=C(CCN1CCCCC1)Nc1ccc(Cl)cc1C(=O)c1ccccc1 | -5.3% | -13.2% | -0.9% | -3.5% | 0.6 | -0.8% | -1.0% | -1.2% | -2.2
O=C1CCN(C(=O)C(Cl)Cl)N1 | -5.8% | -9.7% | -2.1% | 3.7% | -2.5 | -0.6% | 2.9% | -3.9% | -2.9
O=C(O)C1C2CCC(O2)C1C(=O)Nc1ccc(F)c(F)c1 (configuration not stated) | 1.9% | -21.8% | 0.8% | -1.2% | 6.5 | -4.4% | 0.2% | -1.9% | -0.6
O=C(CN1CCN(Cc2cccc(Cl)c2)C1=O)N1CCC2(CC1)OCCO2 | 7.2% | -22.0% | -0.2% | -1.5% | -2.5 | -0.2%[57.1 µM] | -1.8% | 0.8% | 4.0
COc1ccc(N2C(=O)/C(=C/c3cc(C)n(-c4ccc(C)cn4)c3C)C(=O)NC2=S)c(OC)c1 | -16.4% | -22.9% | 4.6% | -2.1% | -8.8 | -3.4% | -7.2% | 1.5% | -11.6
COc1ccc(C(=O)C2CN(C)CC2c2ccc(Cl)cc2)cc1 (configuration not stated) | 2.3% | -19.6% | -0.3% | 0.0% | -0.1 | 0.7% | 1.9% | -2.5% | -1.3
Cc1cccc(C2=NCC(=O)N(CC(=O)NCc3ccco3)c3sc4c(c32)CCCC4)c1 | -8.8% | -6.0% | -0.6% | -2.4% | 7.3 | -6.7% | -11.5% | -3.2% | 10.4
O=c1[nH]c(=S)n(-c2ccccc2)c(O)c1C=NCc1ccccn1 | 7.3% | -5.4% | 5.0% | -2.0% | 7.5 | -17.2% | 1.0% | -4.0% | -0.8
CC1(C)C(=O)CC[C@@]2(C)C1=CCC1C2CC[C@]2(C)C(=O)CCC12 (some centres not stated) | 3.5% | -0.5% | x | -5.4% | -8.3 | -4.3% | 0.0% | -5.6% | -6.7
CC1(C)C2([N+](=O)[O-])CN3CC1([N+](=O)[O-])CN(C2)C3c1ccccn1 (configuration not stated) | -0.9% | -8.6% | -0.4% | 2.1% | 3.4 | -1.5%[57.1 µM] | 0.5% | -6.2% | 0.5
CN1CCN(CC(=O)Nc2ccc(Cl)cc2C(=O)c2ccccc2)CC1 | -2.9% | -11.2% | -0.4% | -2.2% | -0.1 | -3.6% | -0.6% | -5.6% | -2.7&10.0
Cc1ccc(C(C)C)c(OCC#CCN2CCCC2)c1 | -0.8% | -18.5% | -0.1% | 0.0% | 4.8 | -6.3% | -1.9% | -0.1% | -10.9
O=S(=O)(Nc1ccc(-c2nc3ccccc3o2)cc1)c1ccccc1 | -2.4% | -24.7% | 0.1% | 2.3% | 0.0 | -2.8% | -1.7% | u | -5.0
CC(C)c1ccc(OCC(=O)N2CCN(C)CC2)c(Br)c1 | -1.8% | 0.0% | 0.2% | 4.1% | 0.5 | 12.8% | 2.3% | -0.7% | -3.2
N#Cc1cc2c(nc1SCC(=O)Nc1ccc(OC(F)(F)F)cc1)C1CCN2CC1 | -9.2% | -0.7% | -0.6% | 42.9%[activator] | -4.7 | -3.1%[57.1 µM] | 0.4% | -2.8% | -5.0
Cn1cccc1/C=C1\C(=O)NC(=O)N(Cc2ccco2)C1=O | -13.8% | -16.2% | 1.4% | 0.9% | -16.9 | -1.6% | -1.9% | -4.7% | -4.6
COC(=O)c1c2[n+](cc3cc(OC)c(OC)cc13)CCc1cc(OC)c(OC)cc1-2 | -1.3% | -14.4% | x | 7.5% | 2.4 | -16.1% | -0.2% | -2.6% | 10.6
COc1ccc(Cn2c(O)c(C=NCCCn3ccnc3)c(=O)[nH]c2=O)cc1 | -14.3% | -16.7% | -0.5% | 12.3% | 2.9 | 2.7% | -0.7% | -2.4% | 1.3
Cc1cc(C)nc(N2Cc3ccccc3C2=N)n1 | 3.7% | -24.3% | 0.4% | 10.5% | 4.0 | 3.5% | 7.1% | -4.6% | -2.2
CC(=NCCCO)c1c(O)[nH]c(=O)[nH]c1=O | 16.1% | -25.3% | -0.4% | 4.2% | 1.4 | -6.8% | -0.2% | -7.2% | -5.9
C[C@]12CC[C@@H](O)C[C@@H]1CC[C@@H]1[C@@H]2CC[C@]2(C)C(=O)[C@H](O)C[C@@H]12 | 0.7% | -20.4% | x | 1.2% | 0.2 | x | -1.6% | -1.4% | -2.8
CC(N)Cc1cn(Cc2ccccc2)c2ccccc12 (configuration not stated) | 8.3% | u | 2.2% | 7.1% | -5.6 | 17.2%[57.1 µM] | -2.2% | -3.7% | -9.2
NC(Cc1ccc(F)cc1)c1csc(Nc2ncccn2)n1 (configuration not stated) | x | x | x | x | -5.9 | x | -2.4% | -4.7% | -6.2
CCc1nc2ccccc2c(=O)n1-c1ccccc1OC | -6.3% | -18.0% | 0.3% | -1.9% | 3.5 | -3.9% | 1.1% | -3.4% | -8.0

Screens as filed in PubChem.
